Assay outcomes (PubChem BioAssay)
GLP1R inv ag: inverse agonists of human GLP-1 receptor | Potency, µM (top dose mostly 38.3 µM), without a hit: at the highest dose activity change, negative = inhibition, usual class: inhibitors | HEK293 GLP-1R CRE-luciferase, luminescence, 24 h; GLP-1R form is constitutively active | AID 624417 | P43220 | actives 1.6% (n = 410,000); note: potency is the fitted concentration of half-maximal effect; % is set by controls: 0 for no effect and ±100 for the full control effect; nearly all actives have a fitted effect of over 55% in size
Target sequence (P43220 whole entry, looked up): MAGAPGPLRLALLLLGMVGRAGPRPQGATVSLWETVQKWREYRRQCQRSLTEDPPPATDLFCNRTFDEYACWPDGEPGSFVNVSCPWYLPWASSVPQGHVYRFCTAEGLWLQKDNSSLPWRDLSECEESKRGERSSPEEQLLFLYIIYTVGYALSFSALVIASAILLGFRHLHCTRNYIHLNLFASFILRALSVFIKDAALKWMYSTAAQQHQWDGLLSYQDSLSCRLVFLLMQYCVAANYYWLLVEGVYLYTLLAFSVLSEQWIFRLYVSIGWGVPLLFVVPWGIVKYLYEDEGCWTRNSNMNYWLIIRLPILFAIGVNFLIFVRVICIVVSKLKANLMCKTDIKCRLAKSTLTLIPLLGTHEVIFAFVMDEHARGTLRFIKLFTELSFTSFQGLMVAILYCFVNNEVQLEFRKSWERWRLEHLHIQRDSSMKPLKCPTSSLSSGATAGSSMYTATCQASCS
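Constitutively active GLP-1R drives a cAMP-responsive luciferase in stably transfected HEK293 cells; test compounds are added after overnight (12 h) attachment and left 24 hr, and signal loss in luminescence marks inhibition.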
EPAC1 ag: EPAC1 (human) agonism; EPAC1 agonist qHTS, biochemical assay; response scale: 100% = response to 6.5 mM cAMP; O95398; actives 0.073% (n = 360,000); Potency, µM (top dose mostly 154 µM), for inactives: at the top dose activation, most hits filed as activators; note: potency is the fitted concentration of half-maximal effect; nearly all actives have a fitted effect of over 60% in size
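EPAC1 100 nM, Rap1B–BODIPY-GDP 250 nM, unlabeled GDP 50 uM; compound titration; 5 min RT; kinetic read ex480/em540 at 5-min intervals ×30 min; data normalized to 6.5 mM cAMP agonist control.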
PLK1 PBD inh: inhibitors of human PLK1 polo-box domain binding; Plk1 PBD binding of FITC phosphopeptide, fluorescence polarization; Potency, µM, for the others: max response, negative = inhibition, most hits filed as inhibitors; AID 720504; P53350; actives 2.8% (n = 360,000); note: potency is the fitted concentration of half-maximal effect; series mostly up to about 57 µM; % is set by controls: 0 for no effect and ±100 for the full control effect; nearly all actives have a fitted effect of over 65% in size
IL-2 act: activates IL-2 in a cell-based reporter assay; actives 0.065% (n = 360,000); IL-2 activation reporter assay, cell-based qHTS; stimulated with anti-CD3/CD4/CD28 beads; in transgenic mouse T cells; activation, % (series mostly up to about 46 µM); in the data active = activation above about 50%; inconclusive = mostly about 30% to 49%; note: 0% is about no effect
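Unstimulated transgenic mouse T cells preincubated 60 min with compound, then stimulated with anti-CD3/anti-CD4-coated beads plus anti-CD28 for 18 h at 37 degrees C. IL-2 response read as EGFP and DsRed fluorescence by plate cytometry.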
EPAC1 antag: blocks human EPAC1 exchange factor; O95398; EPAC1 GEF assay, Rap1b-BODIPY-GDP exchange fluorescence; Potency, µM (doses to about 115 µM), for the others: at the top dose activity change, negative = inhibition, most hits filed as inhibitors; actives 0.14% (n = 360,000); AID 720709;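 note: potency is the fitted concentration of half-maximal effect; plate controls were vehicle for no effect and positive control for full effect; nearly all actives have a fitted effect of over 50% in size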
GLP-1R agonist: activates the human GLP-1 receptor; P43220; HEK293 GLP-1R CRE-luciferase, luminescence, 4-6 h; cells express a hypersensitive GLP-1R form; Potency, µM (series often up to 45.6 µM), inactives show top-dose activation, usual class: activators; actives 0.007% (n = 380,000); AID 624172; note: potency is the fitted concentration of half-maximal effect; % of control where 0% means no effect
PTHR1 agonist: activates the human parathyroid hormone receptor PTHR1; Q03431; HEK293 GP2 PTHR1 cells, GloSensor cAMP luminescence, 1 h; Potency, µM (titrated, usually from 115 µM), for the others: top-dose activation, most hits filed as activators; actives 0.075% (n = 410,000); note: potency is the fitted concentration of half-maximal effect; nearly all actives have a fitted effect of over 55% in size; some results filed as inactive show a strong effect at the top dose; inactives centre near -15; many of its hits are not listed in these tables
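HEK-293-derived GP2 cells expressing PTHR1 and a GloSensor cAMP reporter, 3,000/well, plated overnight, given luciferin plus IBMX (each 0.5 mM as added) for 1 h at 37 °C, then compound for 1 h at 37 °C. Luminescence was read after 15 min at room temperature.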
PI5P4Ka inh: blocks human PI5P4K alpha kinase activity. AID 652105. max response, %. PI5P4Kalpha enzyme, ADP-Glo luminescence, 60 min; hits give low values. actives 1.2% (n = 330,000); active = max response of -50% or lower; inconclusive = between -30% and -50%; inactive = -30% or higher; note: value at the top dose of about 77 µM; % is set by controls: 0 for no effect and ±100 for the full control effect
Target sequence (P48426 whole entry, looked up): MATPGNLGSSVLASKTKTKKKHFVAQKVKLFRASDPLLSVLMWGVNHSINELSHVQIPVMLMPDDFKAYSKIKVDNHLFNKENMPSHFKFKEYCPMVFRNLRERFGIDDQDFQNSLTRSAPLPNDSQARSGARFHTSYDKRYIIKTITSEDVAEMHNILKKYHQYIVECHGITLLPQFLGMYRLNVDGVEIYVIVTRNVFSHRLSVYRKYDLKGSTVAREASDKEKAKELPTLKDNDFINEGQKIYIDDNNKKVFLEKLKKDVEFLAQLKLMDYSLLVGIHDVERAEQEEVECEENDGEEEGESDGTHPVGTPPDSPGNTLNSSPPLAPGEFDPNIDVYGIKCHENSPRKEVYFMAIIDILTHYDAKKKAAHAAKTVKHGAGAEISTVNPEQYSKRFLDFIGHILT
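Compounds were pin-transferred onto PI5P4Kalpha and substrate in HEPES pH 7.4 buffer with EGTA, CHAPS and 5% DMSO. ATP (5 microM final) started the reaction, which ran 60 minutes at room temperature before ADP-Glo detection.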
GLP1R cytotox: cytotoxicity in counter-screen for GLP-1R inverse agonists; HEK293 cAMP-luciferase reporter cells, luminescence, 24 h; Potency, µM (doses to about 38.3 µM), for the others: at the highest dose activity change, negative = inhibition, usual class: inhibitors; actives 0.13% (n = 410,000);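 note: loss of luciferase light is scored as toxicity; potency is the fitted concentration of half-maximal effect; % is set by controls: 0 for no effect and ±100 for the full control effect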
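Quantitative HTS format, 1536 wells, 200 cells/uL seeded. Compounds: 23 nL, 24 h, 37 °C. Detection: luciferase reagent, luminescence at 12 min RT; decreased signal taken as cytotoxic.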
Starred values were filed as active, the others as inactive; & = joins results of further samples; [ ] = dose if it differs, or a comment. Unless noted, calls come from the whole dose curve; as a rule, active = well fitted curve in the direction sought with a large enough effect; inconclusive = small, poorly fitted or top-dose-only effect, or another doubt; inactive = no such curve, though single readings can be large; an effect the other way counts as inactive or inconclusive.

`COC(=O)C1C(O)=C(C=NC2CCCCC2)C(=O)CC1(C)C` (stereo not given) gave GLP1R inv ag 12%, EPAC1 ag 3%, PLK1 PBD inh -9%, IL-2 act -1.3, EPAC1 antag -3%, GLP-1R agonist 2%, PTHR1 agonist inactive, PI5P4Ka inh -1 and GLP1R cytotox -6%.
COc1ccc(CN2CCOCC2)c(C)c1C was read as GLP1R inv ag 3%, EPAC1 ag 0%, PLK1 PBD inh -1%, IL-2 act -3.1, EPAC1 antag 3%, GLP-1R agonist -10%, PTHR1 agonist inactive and GLP1R cytotox 6%.
CCN(CC(=O)NCc1ccc(Cl)cc1)CC(=O)Nc1ccc(C(N)=O)cc1 was read as GLP1R inv ag -8%, EPAC1 ag -3%, PLK1 PBD inh 1%, IL-2 act -2.7, EPAC1 antag 9%, GLP-1R agonist 10%, PTHR1 agonist inactive, PI5P4Ka inh -2 and GLP1R cytotox 7%.
Cc1[nH]n(-c2ccc([N+](=O)[O-])cc2)c(=O)c1C=NCCN1CCN(C(=O)C(C)C)CC1 was read as GLP1R inv ag 3%, EPAC1 ag 8%, PLK1 PBD inh -8%, IL-2 act -1.0, EPAC1 antag -4%, GLP-1R agonist 1%, PTHR1 agonist -24%, PI5P4Ka inh -2 and GLP1R cytotox -18%.
CCn1c(N)c(Br)c(=O)[nH]c1=O was read as GLP1R inv ag 3%, EPAC1 ag 5%, PLK1 PBD inh inconclusive, IL-2 act -1.1, EPAC1 antag 5%, GLP-1R agonist 12%, PTHR1 agonist inactive, PI5P4Ka inh -3 and GLP1R cytotox 1%.
Screening COc1ccccc1OC(C)C(=O)N1CCc2ccccc21 (stereo not given) returned GLP1R inv ag -29%, EPAC1 ag 14%, PLK1 PBD inh -6%, IL-2 act -1.6, EPAC1 antag 16%, GLP-1R agonist -1%, PTHR1 agonist inactive, PI5P4Ka inh 9 and GLP1R cytotox 11%.
Cc1c(C(=O)c2cccc(F)c2)c2ccccn2c1CCC#N was read as GLP1R inv ag 36%[activator], EPAC1 ag -7%, PLK1 PBD inh -8%, IL-2 act 3.9, EPAC1 antag -11%, GLP-1R agonist 21%, PTHR1 agonist -22%, PI5P4Ka inh -2 and GLP1R cytotox -15%.
Screening Cc1ccc(SCCC(=O)NC(C)(C)C)cc1 returned GLP1R inv ag inconclusive, EPAC1 ag 2%, PLK1 PBD inh 1%, IL-2 act -0.2, EPAC1 antag -3%, GLP-1R agonist 3%, PTHR1 agonist -23%, PI5P4Ka inh -4 and GLP1R cytotox -9%.
`C[C@@H]1ON(C)[C@H]2C[C@H]3c4[nH]c5ccc(-c6ccc7c(c6)OCO7)cc5c4CCN3C[C@@H]12` gave GLP1R inv ag inconclusive, EPAC1 ag -10%, PLK1 PBD inh -4%, IL-2 act -2.7, EPAC1 antag -25%, GLP-1R agonist 2%, PTHR1 agonist inactive, PI5P4Ka inh 0 and GLP1R cytotox 0%.
For O=C(O)COc1ccccc1/C=N/NC(=O)c1ccc(F)cc1 the results were GLP1R inv ag 12%, EPAC1 ag 9%, PLK1 PBD inh -7%, IL-2 act -2.8, EPAC1 antag -6%, GLP-1R agonist 0%, PTHR1 agonist inactive, PI5P4Ka inh 0 and GLP1R cytotox -5%.
CCCCc1cc(=O)oc2c(CN(C)C)c(O)c(Cl)cc12 was read as GLP1R inv ag -3%, EPAC1 ag 6%, PLK1 PBD inh -11%, IL-2 act -1.2, EPAC1 antag 2%, GLP-1R agonist 1%, PTHR1 agonist 8%[57.5 µM] and GLP1R cytotox 281%[activator].
For CC(C)(C)OC(=O)N(CCc1ccccc1)Cc1ccccc1OCc1ccc(NC(=O)C2CCC2)cc1 the results were GLP1R inv ag 3.5µM*, EPAC1 ag 5%, PLK1 PBD inh -6%, IL-2 act -0.4, EPAC1 antag -10%, GLP-1R agonist -2%, PTHR1 agonist -14%, PI5P4Ka inh 12 and GLP1R cytotox 2%.
Screening CCc1cccc2c(C(=O)COC(=O)[C@@H]3CC(O)CN3S(=O)(=O)c3ccccc3[N+](=O)[O-])c[nH]c12 (stereo not given in full) returned GLP1R inv ag 26%, EPAC1 ag -3%, PLK1 PBD inh 2%, IL-2 act -0.3, EPAC1 antag -1%, GLP-1R agonist 16%, PTHR1 agonist -20%, PI5P4Ka inh 3 and GLP1R cytotox -17%.
For O=C(NCc1ccc(F)cc1)c1cc(S(=O)(=O)N2CCCCC2)c[nH]1 the results were GLP1R inv ag -18%, EPAC1 ag -24%, PLK1 PBD inh 1%, IL-2 act -4.5, EPAC1 antag -4%, GLP-1R agonist -8%, PTHR1 agonist -3%, PI5P4Ka inh -7 and GLP1R cytotox 0%.
`COc1ccc(CN2CCN(C(=O)Cn3nc(C)n4cccc4c3=O)CC2)c(OC)c1OC` gave GLP1R inv ag -13%, EPAC1 ag -4%, PLK1 PBD inh -2%, IL-2 act -3.5, EPAC1 antag -2%, GLP-1R agonist -3%, PTHR1 agonist inactive, PI5P4Ka inh 3 and GLP1R cytotox -9%.
`CCN(CCn1cccn1)Cc1cn[nH]c1-c1cccc2ccccc12` gave GLP1R inv ag -21%, EPAC1 ag -1%, PLK1 PBD inh -10%, IL-2 act 0.2, EPAC1 antag -24%, GLP-1R agonist 6%, PTHR1 agonist inactive, PI5P4Ka inh -11 and GLP1R cytotox -3%.
For COc1ccc(NC(=O)CN(C)C(=O)c2ccc(NS(=O)(=O)c3ccc4[nH]c(=O)[nH]c4c3)cc2)cc1 the results were GLP1R inv ag 11%, EPAC1 ag -1%, PLK1 PBD inh -1%, IL-2 act 3.9, EPAC1 antag -6%, GLP-1R agonist 2%, PTHR1 agonist -1%, PI5P4Ka inh -1 and GLP1R cytotox -12%.
For Cn1cccc1/C=C(\C#N)C(N)=S the results were GLP1R inv ag -7%, EPAC1 ag 2%, PLK1 PBD inh 1%, IL-2 act -1.7, EPAC1 antag -12%, GLP-1R agonist 11%, PTHR1 agonist -20%, PI5P4Ka inh -14 and GLP1R cytotox -35%.
Cc1cccc(-c2cccc(NC(=O)C3CCCN(C(=O)c4csc(C)n4)C3)c2)c1 (stereo not given) was read as GLP1R inv ag 5µM*, EPAC1 ag 12%, PLK1 PBD inh -4%, IL-2 act -3.8, EPAC1 antag -8%, GLP-1R agonist 7%, PTHR1 agonist -50%[inhibitor], PI5P4Ka inh 19 and GLP1R cytotox -16%.
For COc1ccc([C@@H]2CC(=O)c3c(O)cc(O[C@@H]4O[C@H](CO[C@@H]5O[C@@H](C)[C@H](O)[C@@H](O)[C@H]5O)[C@@H](O)[C@H](O)[C@H]4O)cc3O2)cc1O the results were GLP1R inv ag 3%, EPAC1 ag 7%, PLK1 PBD inh -1%, IL-2 act -0.5, EPAC1 antag -5%, GLP-1R agonist -6%, PTHR1 agonist -13%, PI5P4Ka inh 6 and GLP1R cytotox 3%.
Screening Cc1ccccc1NC(=O)CCCCCN1C(=O)[C@@H]2Cc3ccccc3CN2C1=O returned GLP1R inv ag inconclusive, EPAC1 ag 5%, PLK1 PBD inh -9%, IL-2 act 1.3, EPAC1 antag 11%, GLP-1R agonist -3%, PTHR1 agonist -24%, PI5P4Ka inh 2 and GLP1R cytotox -8%.
COc1ccc(-c2cc(C(F)(F)F)n3nc(C)c(-c4ccccc4)c3n2)cc1OC was read as GLP1R inv ag 4%, GLP-1R agonist 0%, PTHR1 agonist -17% and GLP1R cytotox 2%.
Screening CN(C)S(=O)(=O)c1ccc(C(=O)NCC[N+]2(C)CCCCCC2)o1 returned GLP1R inv ag -7%, EPAC1 ag 9%, PLK1 PBD inh -9%, IL-2 act -0.1, EPAC1 antag -10%, GLP-1R agonist -1%, PTHR1 agonist 0%, PI5P4Ka inh 3 and GLP1R cytotox -3%.
For COc1ccc(NC(=S)N2CCC3CC2c2cc(-c4ccc5c(c4)OCO5)ccc23)c(OC)c1 (stereo not given) the results were GLP1R inv ag inconclusive, EPAC1 ag -1%, PLK1 PBD inh -7%, IL-2 act -0.4, EPAC1 antag -13%, GLP-1R agonist 5%, PTHR1 agonist -9%, PI5P4Ka inh 4 and GLP1R cytotox 2%.
`CSc1ccc(/C=C/C(=O)OCC(=O)N2CCN(S(=O)(=O)c3ccc(C)cc3C)CC2)cc1` gave GLP1R inv ag 3%, EPAC1 ag 8%, PLK1 PBD inh -6%, IL-2 act -0.6, EPAC1 antag -8%, GLP-1R agonist -4%, PTHR1 agonist -43%[inhibitor], PI5P4Ka inh 1 and GLP1R cytotox -2%.
`Cc1ccc2c(c1)N(CCCC(=O)NCc1cccnc1)C(=O)CO2` gave GLP1R inv ag 1%, EPAC1 ag 12%, PLK1 PBD inh -5%, IL-2 act -3.1, EPAC1 antag -20%, GLP-1R agonist 8%, PTHR1 agonist inactive, PI5P4Ka inh 9 and GLP1R cytotox 4%.
`COc1ccc(S(=O)(=O)NN(C)c2ncc(C(F)(F)F)cc2Cl)cc1` gave GLP1R inv ag inconclusive, EPAC1 ag -1%, PLK1 PBD inh -11%, IL-2 act -1.6, EPAC1 antag -16%, GLP-1R agonist 9%, PTHR1 agonist inactive, PI5P4Ka inh 0 and GLP1R cytotox -15%.
`Cc1ccccc1NC(=O)c1cc2ccccc2o1` gave GLP1R inv ag -13%&-4%, EPAC1 ag 0%, PLK1 PBD inh 0%, IL-2 act -2.0, EPAC1 antag 1%, GLP-1R agonist 8%, PTHR1 agonist -29%&-22%, PI5P4Ka inh -1 and GLP1R cytotox -8%&-14%.
`CNC(=S)NNC(=O)c1sccc1OCc1ccc(Cl)cc1Cl` gave GLP1R inv ag 2%, EPAC1 ag -5%, PLK1 PBD inh -9%, IL-2 act -2.0, EPAC1 antag 2%, GLP-1R agonist -13%, PTHR1 agonist 2%[57.5 µM] and GLP1R cytotox 1%.
`O=C(C1CCCN(Cc2ccccc2F)C1)N1CCCC1` (stereo not given) gave GLP1R inv ag 36%[activator], EPAC1 ag 5%, PLK1 PBD inh 3%, IL-2 act -0.1, EPAC1 antag 10%, GLP-1R agonist 0%, PTHR1 agonist -7%, PI5P4Ka inh 5 and GLP1R cytotox 0%.

An excerpt; count on the stated rates, not on these rows.
